NOD1 NF-kB reporter – inhibition of NOD1-driven NF-kB reporter – cell-based, luminescence, uHTS, primary screen (AID 1578); NOD1-driven NF-kB luciferase reporter cells, luminescence; higher % means a stronger effect; one-dose inhibition, % at 4 µM; EC50 in µM for titrated hits; hit rate 1% among 290,000; in the data active means inhibition mostly above about 36%, no sharp cut-off; inactive means mostly below about 34%;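 further: HEK-293T reporter cells stimulated with the NOD1 agonist gamma-tri-DAP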
GPR35 arrestin U2OS – GPR35 antagonists blocking zaprinast-driven arrestin recruitment, primary screen, imaging, U2OS, beta-arrestin-GFP, zaprinast agonist (AID 2058) | inhibition, % at 10 µM; hits with a dose series show IC50 in µM | U2OS GPR35 beta-arrestin-GFP translocation imaging, zaprinast antagonism; higher % means a stronger effect | hit rate 0.052% among 290,000;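 active means inhibition of at least 50% with at least 30 cells and total cytoplasm GFP at most 10,000,000; inconclusive means under 30 cells or total GFP of 10,000,000 plus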
SIAH1 antagonists – Siah-1 peptide-binding antagonists, primary screen, biochemical, fluorescence polarization, rhodamine-plectin, uHTS (AID 1817); hit rate 0.02% among 290,000; one-dose displacement, % at 20 µM; IC50 in µM for titrated hits; Siah-1 / rhodamine-plectin peptide fluorescence polarization; higher % means a stronger effect;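 active means displacement of at least 50% at 20 µM, with a fluorescence ratio check between 0.3 and a set limit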;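 further: plate controls were Siah plus tracer with DMSO for no effect and tracer alone without Siah for full effect; strong numbers were not always called active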
GPR55 antagonists – GPR55 antagonists blocking LPI-driven arrestin recruitment, primary screen, imaging, U2OS, beta-arrestin-GFP, LPI agonist (AID 2013). U2OS GPR55 beta-arrestin-GFP translocation imaging, LPI antagonism; higher % means a stronger effect. inhibition, % at 10 µM; hits with a dose series show IC50 in µM. hit rate 0.13% among 290,000;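 active means spots per cell inhibited over 60%, with over 100 cells counted and total cytoplasm intensity under 500,000; inconclusive means wells with under 100 cells, flagged as likely toxic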;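 further: U2OS cells stably carrying GPR55 and arrestin-GFP stimulated by 5 µM LPI near EC80; imaged beta-arrestin-GFP aggregate spots per cell after agonist stimulation; plate controls were LPI-stimulated DMSO wells for no effect and DMSO wells without LPI for full effect; some results filed as inactive read as strong as hits; confirmed hits need IC50 under 10 µM and bright autofluorescent wells are also inconclusive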
AID2073 – disruptors of CaV2.2 binding to Mint1 – biochemical, HTRF (AID 2073); HTRF protein-protein interaction, Mint1-CaV2.2; higher % means a stronger effect; inhibition, % at 20 µM, or IC50 in µM where a hit was titrated; hit rate 0.19% among 290,000; in the data active means inhibition mostly above about 51%, no sharp cut-off; inconclusive means no clear call, values can overlap the other calls; inactive means mostly below about 53%; further: some results filed as inactive read as strong as hits
KOR beta-arrestin-1 – kappa opioid receptor blockers – cell-based, luminescence, uHTS (AID 1778); KOR beta-arrestin recruitment, luminescence, antagonist mode; higher % means a stronger effect; inhibition, % at 10 µM, or IC50 in µM where a hit was titrated; hit rate 0.091% among 290,000; in the data active means inhibition above about 50%; further: strong numbers were not always called active
KOR beta-arrestin-2 – kappa opioid receptor activators – cell-based, luminescence, uHTS, primary screen (AID 1777). KOR beta-arrestin recruitment, luminescence; higher % means a stronger effect. activation, % at 10 µM; hits with a dose series show EC50 in µM. hit rate 0.02% among 280,000; in the data active means activation above about 50%, passing the limit was not always enough; further: a part of the inactive calls stands beside numbers as strong as those of hits
HIV fusion peptide – inhibitors of HIV fusion peptide binding, primary screen, biochemical, uHTS, fluorescence dequenching (AID 1986). one-dose inhibition, % at 20 µM; IC50 in µM for titrated hits. hit rate 0.3% among 290,000. cell-free peptide binding, fluorescence dequenching, 30 min; higher % means a stronger effect; in the data active means inhibition mostly above about 52%, no sharp cut-off; inactive means mostly below about 76%; further: some results filed as inactive read as strong as hits
GPR55 activation – GPR55 agonists via beta-arrestin recruitment, primary screen, imaging, U2OS cells, beta-arrestin-GFP redistribution (AID 1961); U2OS GPR55 beta-arrestin-GFP redistribution imaging; higher % means a stronger effect; activation, % at 10 µM; hits with a dose series show EC50 in µM; hit rate 0.048% among 290,000;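 active means activation above 40% with more than 50 cells counted in the well; inconclusive means wells holding fewer than 50 cells, flagged as toxic or sparse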;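 further: U2OS osteosarcoma cells stably expressing GPR55 and beta-arrestin-GFP; plate controls were DMSO negative control for no effect and LPI positive control for full effect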
* hit, by the source's call; ? = inconclusive; . = not tested or not shown; & = joins results of further samples; [ ] = another dose, or the depositor's remark. These rows are one share of the data; the hit share may differ from the screen's.

Value order – NOD1 NF-kB reporter, GPR35 arrestin U2OS, SIAH1 antagonists, GPR55 antagonists, AID2073, KOR beta-arrestin-1, KOR beta-arrestin-2, HIV fusion peptide, GPR55 activation
1: C=CCn1c(=S)[nH]c2sc3c(c2c1=O)CCC3
  23.9%, -2.6%, -3.1%, -2.3%, 2.5%, -26.7%, -2.8%, 3.0%, 0.0%
2: N#C/C(=C\c1c[nH]c2ccccc12)C(=O)NCC1CCCO1 (configuration not stated)
  -13.4%, -0.3%, 9.7%, 19.1%, ?, 9.2%[20 µM], ., -0.8%, 0.3%
3: COc1ccc(Br)cc1CN(C)C(C)C(=O)Nc1cc([N+](=O)[O-])ccc1OC (configuration not stated)
  -0.8%, -3.1%, 7.1%, 6.0%, -8.4%, 16.5%, -4.0%, -1.6%, 1.0%
4: N#Cc1ccccc1S(=O)(=O)Nc1ccc2c(c1)OCCO2
  -3.4%, 8.9%, 12.7%, 14.7%, 12.2%, 23.3%, -2.8%, -1.2%, 0.0%
5: CN(CC(=O)Nc1nc2ccccc2s1)S(=O)(=O)c1ccc(Cl)cc1
  -9.6%, 4.9%, 0.0%, -1.6%, 2.0%, 8.8%, -3.9%, -1.5%, 0.5%
6: CCC(C(=O)Nc1sc(C(N)=O)c(C)c1C(=O)OC)c1ccccc1 (configuration not stated)
  -15.9%, -9.6%, 16.0%, 15.3%, 22.7%, -12.7%, -2.3%, 0.7%, 0.5%
7: CCOc1ccc(Nc2ncnc3c2cnn3-c2ccccc2)cc1
  -3.2%, -4.1%, 7.6%, 14.7%, -0.6%, -5.4%, -3.6%, 0.8%, 0.3%
8: O=C(c1ccco1)C(O)c1ccco1 (configuration not stated)
  0.4%, -3.3%, 3.0%, 7.3%, 16.7%, 36.5%, -1.4%, 6.6%, -0.1%
9: COc1cc(C(=O)Nc2c(C)cc(C)cc2C)c(Br)c(OC)c1OC
  -15.7%, 0.5%, -0.2%, -2.5%, -9.2%, -12.6%, -0.3%, 0.1%, -0.2%
10: COC(=O)c1ccccc1NC(=O)C1CCC(=O)N1S(=O)(=O)c1ccc(C)cc1 (configuration not stated)
  -30.8%, -0.7%, 0.1%, -0.3%, 2.9%, -12.2%, 2.9%, -0.7%, 0.0%
11: COC(=O)n1c(=O)oc2cc(S(=O)(=O)N3CCOCC3)ccc21
  -11.7%, 7.4%, -1.9%, 7.1%, 0.6%, 0.2%, -4.1%, -1.2%, -0.1%
12: COc1ccc2c(c1)CCc1c-2n[nH]c1C(=O)NCCC(C)C
  -7.7%, -0.3%, 8.0%, 13.9%, 14.8%, 9.9%, -2.8%, 0.5%, -0.2%
13: N#CCNC(=O)C1c2ccccc2Oc2ccccc21
  -24.1%, 11.4%, 12.1%, 20.8%, 1.7%, -23.4%[20 µM], 1.4%, 1.5%, -0.1%
14: O=C(Nc1ccncc1)c1cc(-c2ccccn2)nc2ccc(Br)cc12
  -3.5%, 4.4%, 3.7%, 3.8%, 32.1%, -61.2%[20 µM], -3.2%, 1.2%, 0.2%
15: O=C(Nc1cccc([N+](=O)[O-])c1)C1C2CCCCC21 (configuration not stated)
  -33.9%, -14.8%, -3.6%, -3.0%, 4.4%, 4.3%[20 µM], 3.9%, 0.8%, -0.2%
16: Cc1csc(CN(C)C(=O)CC2C(=O)NCCN2CC(C)(C)C)n1 (configuration not stated)
  -17.1%, 0.8%, 2.3%, -6.1%, -14.4%, -19.1%, ., 0.0%, 0.3%
17: COc1cccc2c1N1C(=O)c3c(C(=O)O)cccc3C1CC2(C)C (configuration not stated)
  -4.4%, -6.6%, 2.4%, 6.3%, 1.8%, 30.9%, 8.1%, 0.1%, 0.2%
18: Cc1ccn2c(=O)c(C(=O)NCCN3CCOCC3)c(O)nc2c1
  -18.1%, 4.7%, 2.6%, 6.4%, 12.1%, -6.0%, -2.4%, -1.6%, -0.1%
19: COc1cccc(CCN2CCC(CNS(=O)(=O)c3cc(-c4cc(C)no4)ccc3C)CC2)c1
  -7.7%, -5.6%, 2.9%, 6.7%, -10.9%, 28.9%, -1.0%, -0.8%, 0.7%
20: COc1ccccc1C(=O)N1CCN(Cc2nc3cc([N+](=O)[O-])ccc3n2C)CC1
  -19.3%, -10.9%, 1.9%, -7.1%, 7.0%, -5.2%[20 µM], -2.8%, -0.6%, -0.1%
21: C[n+]1ccccc1/C=N/O
  -14.0%, -0.9%&5.2%, 5.1%, -0.9%&14.2%, -1.5%, 6.5%, -0.6%, -1.6%, -0.2%&-0.1%
22: c1ccc(Cc2nn3c(COc4ccccc4)nnc3s2)cc1
  -25.8%, -6.5%, 5.5%, 13.5%, -5.2%, -7.9%, 0.9%, -2.0%, -0.2%
23: O=C(NC1CCCC1)C(c1ccncc1)N(C(=O)c1csnn1)c1ccc(Cl)cc1 (configuration not stated)
  -32.4%, 0.9%, 0.7%, 2.6%, -6.1%, 11.1%, -1.9%, 3.0%, -0.2%
24: O=C(NCC1CC1)c1ccc(Nc2nc3ccc(Br)cc3[nH]2)cc1
  21.0%, 7.3%, 1.1%, 20.6%, 5.6%, -3.7%, -4.3%, 1.0%, -0.1%
25: Brc1ccc(/C=N/Nc2nncc(-c3ccccc3)n2)o1
  -34.7%, -1.2%, 12.5%, 9.5%, 5.8%, 10.7%, -4.2%, -1.5%, 1.0%
26: O=C1c2ccccc2C(Nc2ccc3nc(-c4cccnc4)[nH]c3c2)N1Cc1ccco1 (configuration not stated)
  9.7%, -13.8%, -9.2%, 0.0%, 10.6%, -28.8%, -0.5%, -0.8%, -0.1%
27: Cc1cc(C(=O)N/N=C/c2c(C)nn(-c3ccccc3)c2C)n[nH]1
  -4.3%, 3.2%, -6.8%, 14.1%, -9.6%, 8.8%, 3.5%, -2.5%, -0.1%
28: O=C(c1ccccc1)N1CCCc2ccccc21
  -30.9%, 9.8%, 0.3%, 11.5%, 3.3%, 22.4%, 10.2%, -0.3%, 0.2%
29: N/C(=N\OC(=O)C12CC3CC(CC(C3)C1)C2)c1ccccc1
  10.1%, 27.5%, 1.1%, 44.4%, 3.6%, 0.3%, -3.7%, -1.4%, -0.1%
30: CCc1cccc2c(C(=O)COC(=O)c3cccc(S(=O)(=O)N(C)C4CCCCC4)c3)c[nH]c12
  77.3%*, 15.5%, 9.2%, 19.7%, 5.2%, 19.0%, -5.3%, -1.3%, -0.4%
31: NC(=O)c1ccccc1OCC(=O)c1ccc(Cl)cc1
  -1.4%, -14.3%, -7.6%, 14.2%, -7.0%, -52.1%, 1.0%, -1.9%, 0.1%
32: COC(=O)C1C(=O)c2c([nH]c(C(=O)OC3CCCC3)c2C)CC1C (configuration not stated)
  -29.0%, -8.9%, -0.7%, 0.2%, -1.9%, 26.2%, 3.8%, -1.8%, -0.2%
33: COc1ccc(OCc2cc(C(=O)NCC3CCOCC3)no2)c(Cl)c1
  -33.7%, 19.2%, 1.5%, -3.8%, 6.9%, -21.5%, -1.7%, -1.7%, -0.3%
34: CC(=O)N1c2ccc(S(=O)(=O)NCC3CCC(C(=O)N4CCCCC4)CC3)cc2CC1C (configuration not stated)
  -36.1%, -5.5%, -1.4%, 9.9%, 14.9%, -25.2%, -3.8%, -0.8%, -0.2%
35: COc1ccc(-c2[nH]ncc2CN2CCN(Cc3cccs3)CC2)c(F)c1
  -6.4%, 12.9%, 4.7%, 1.7%, 12.1%, -32.6%[20 µM], ., -1.1%, -0.1%
36: O=C(NCCC1=CCCCC1)C1CC(=O)N(C2CCCCC2)C1 (configuration not stated)
  2.1%, 16.4%, -1.5%, 7.8%, -1.9%, 14.5%, 1.1%, -2.4%, -2.0%
37: CC(C)CNC(=O)C(=O)NCC1OCCN1S(=O)(=O)c1cccs1 (configuration not stated)
  -21.1%, -1.5%, 0.9%, -6.0%, 5.0%, -1.1%, 2.6%, -0.4%, -0.1%
38: Cc1nc(NC(=O)c2ccco2)sc1C(=O)O
  -7.3%, 13.0%, 1.8%, -2.9%, 8.2%, 0.1%, -1.9%, 2.6%, -0.2%
39: O=C(NCCN1C(=O)S/C(=C\c2ccc(Cl)c(Cl)c2)C1=O)c1ccc2c(c1)C(=O)N(Cc1ccncc1)C2=O
  44.3%, -14.1%, 5.5%, 0.2%, 12.9%, -13.8%, 9.7%, 3.8%, 0.3%
40: Cc1ccccc1OC(C)C(=O)Nc1ccc2c(c1)OCCO2 (configuration not stated)
  -37.5%, -2.4%, -2.2%, -6.3%, -2.1%, 6.8%, -3.8%, -1.0%, 0.0%
41: COCC(=O)Nc1cc(C)cn(Cc2ccc(F)cc2)c1=O
  -32.1%, -0.6%, 2.6%, 7.8%, 7.9%, -40.9%[20 µM], -6.4%, -0.8%, -0.3%
42: O=S(=O)(c1ccc(Cl)c2ccccc12)N1CCCC1
  -10.9%, 2.5%, 0.4%, 5.9%, 3.8%, -52.2%[20 µM], ., -0.3%, -0.1%
43: CCCCOc1nc2ccccc2nc1C(C#N)C(=O)NC1CCCCC1 (configuration not stated)
  2.3%, -11.8%, 2.5%, 1.7%, 17.9%, 52.9%, -1.1%, 0.5%, 0.0%
44: COc1ccc(-c2cc(=O)c3cc(OC)ccc3o2)cc1
  -3.5%, 6.1%, 2.4%, -5.3%, 32.9%, -6.9%, 9.4%, 0.5%, 0.2%
